HTT cytoprotect = qHTS Multiplex Assay to Identify Dual Action Probes in a Cell Model of Huntington: Cytoprotection (ATP); AID 1471, 2008; PC12 HTT-Q103 induced, cytoprotection, ATP luminescence, 40 h; hit rate 0.14% among 230,000; Potency, µM (titrated, usually from 56.4 µM), for the others: cytoprotection (ATP increase), hits mostly activators;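 further: % of control where 0% means no effect; nearly all actives have a fitted effect of over 45% in size; toxic huntingtin expression switched on by the ecdysone agonist tebufenozide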
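Cells were plated at 1500 per well in phenol red-free DMEM with 5% equine and 5% calf serum. Tebufenozide (100 nM final) and compounds were added, then ATPlite reagent, and luminescence was read.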
IMPase Li inh = qHTS Assay for Identifying the Cell-Membrane Permeable IMPase Inhibitors: Potentiation with Lithium | CHO-M1 cells, IP1 TR-FRET (IP-One), carbachol + lithium | AID 1457, 2008 | Potency, µM (titrated, usually from 59.4 µM), inactives show at the top dose activity, negative = IMPase inhibition, actives largely listed as inhibitors | hit rate 0.35% among 210,000;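 further: IP1 builds up when IMPase is blocked and the TR-FRET signal falls; plate controls were basal vehicle for no effect and high inhibitor control for full effect; nearly all actives have a fitted effect of over 50% in size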
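Readout is a homogeneous TR-FRET IP1 immunoassay (Ex 320, Em 665 and 620), where raised cytosolic IP1 lowers signal. Cells were CHO-M1 treated 30 min at 37C with test compounds plus a little lithium; AC50 values came from Hill-equation fitting.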
HTT aggregate = qHTS Multiplex Assay to Identify Dual Action Probes in a Cell Model of Huntington: Aggregate Formation (GFP); AID 1688, 2009; Potency, µM (series often up to 46.1 µM), inactives show at the top dose activity change, negative = inhibition, actives largely listed as inhibitors; hit rate 1.1% among 220,000; PC12 HttQ103-GFP aggregates, Acumen cytometry, 40 h; further: on the % scale 0 is the no-effect control and ±100 the full control effect; nearly all actives have a fitted effect of over 60% in size
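Multiplexed with ATP-based cell death, this channel scores GFP aggregates in PC12 cells expressing inducible HTTex1-Q103-GFP. Induction used 100 nM tebufenozide; compounds were tested in concentration series.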
GAA spleen mod = qHTS Assay for Inhibitors and Activators of Human alpha-Glucosidase From Spleen Homogenate. Lysosomal alpha-glucosidase (Homo sapiens), P10253. human spleen homogenate, 4-MU-alpha-glucoside fluorescence. Potency, µM (highest dose often 79.9 µM), for inactives: at the highest dose activity change, negative = inhibition, usual class: inhibitors. hit rate 0.006% among 240,000. AID 2112, 2009;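 further: 0% = enzyme with vehicle and -100% = no enzyme basal signal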
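Human spleen homogenate (1 ug) incubated with compounds and 1 mM 4-methylumbelliferyl-alpha-D-glucopyranoside in pH 5.0 citrate/phosphate buffer, 37 C, 40 min. Stopped at pH 10; 4-MU fluorescence (Ex 365/Em 440 nm); AC50 by Hill fit.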
GoLoco inh red = qHTS Assay for Inhibitors of RGS12 GoLoco Motif Activity (Red Fluorophore); hit rate 0.44% among 230,000; Guanine nucleotide-binding protein G(i) subunit alpha-1 (Homo sapiens), P63096; Gai1:RGS12 GoLoco peptide FP, rhodamine, 10 min; Potency, µM (top dose mostly 61.6 µM), without a hit: at the highest dose activity, negative = inhibition, usual class: inhibitors; active means well fitted inhibition curve with a large enough effect, not every such curve was filed as active; inactive means no such curve, though single readings can be large or run the other way; further: on the % scale 0 is the no-effect control and ±100 the full control effect; nearly all actives have a fitted effect of over 30% in size; many of its hits are not listed in these tables
Target sequence (P63096 whole entry, looked up): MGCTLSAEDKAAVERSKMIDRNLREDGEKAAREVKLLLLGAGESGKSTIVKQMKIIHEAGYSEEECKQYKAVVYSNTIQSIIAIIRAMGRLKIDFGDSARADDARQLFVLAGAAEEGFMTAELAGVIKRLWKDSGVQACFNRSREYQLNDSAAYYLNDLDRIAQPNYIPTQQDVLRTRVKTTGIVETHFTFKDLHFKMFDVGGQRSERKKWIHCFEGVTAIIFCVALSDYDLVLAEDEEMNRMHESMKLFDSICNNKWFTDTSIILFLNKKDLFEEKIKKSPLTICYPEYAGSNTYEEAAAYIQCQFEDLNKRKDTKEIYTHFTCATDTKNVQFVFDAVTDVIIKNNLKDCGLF
GAA inh = qHTS Assay for Inhibitors of Human alpha-Glucosidase as a Potential Chaperone Treatment of Pompe Disease. Lysosomal alpha-glucosidase (Homo sapiens), P10253. purified human GAA, 4-MU-alpha-glucoside fluorescence. Potency, µM (doses to about 76.9 µM), without a hit: at the top dose activity change, negative = inhibition, usual class: inhibitors. hit rate 0.005% among 200,000. AID 1466, 2008;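 further: plate controls were uninhibited enzyme wells for no effect and no-enzyme background for full effect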
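Human enzyme at 4 nM with 400 uM 4-methylumbelliferyl-alpha-D-pyranoside, citrate/phosphate buffer pH 5.0, 0.005% Tween-20, 20 min at room temperature. Compounds up to 77 uM. 4-MU fluorescence (Ex 365/Em 440) read after NaOH/glycine stop; AC50 from Hill fit.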
GAA glycogen mod = qHTS Assay for Inhibitors and Activators of Human alpha-Glucosidase Cleavage of Glycogen | AID 2100, 2009 | hit rate 0.38% among 300,000 | recombinant GAA, glycogen substrate, Amplex Red glucose oxidase fluorescence | Potency, µM (highest dose often 76.4 µM), inactives show at the highest dose activity change, negative = inhibition, most hits filed as inhibitors;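 further: 0% = full enzyme reaction and -100% = no-enzyme basal signal; the screen sought inhibitors and activators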
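Recombinant enzyme (4 nM final) with compounds titrated up to 77 uM and bovine liver glycogen (30 ug) in citrate pH 5.0, 0.01% Tween-20, 37 C 40 min. Released glucose detected by Amplex Red/glucose oxidase (Ex 573/Em 610); AC50 from Hill fits.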
* = called active by the depositor; ? = inconclusive; · = no result given; & = joins results of further samples; [ ] = remark or other dose. Unless noted, the call rests on the fitted dose curve; in most records, active means well fitted curve in the direction sought with a large enough effect; inconclusive means small, poorly fitted or top-dose-only effect, or another doubt; inactive means no such curve, though single readings can be large; an effect the other way counts as inactive or inconclusive. Potency means the concentration at half of the fitted maximal effect. Not all compounds are listed, so the mix of outcomes need not match the whole.

SMILES	HTT cytoprotect	IMPase Li inh	HTT aggregate	GAA spleen mod	GoLoco inh red	GAA inh	GAA glycogen mod
CCN1CCN(Cc2nc3c(c(=O)n(C)c(=O)n3C)n2C(C)C(C)=O)CC1 (centres undefined)	-11%[10 µM]	-5%[38.3 µM]	18%	-2%	5%	0%	9%
Oc1ccc2ccc3[nH]cnc3c2c1	35%[10 µM]	·	7%[9.22 µM]	7%	-7%	-5%	-6%
Cc1cc(Br)c(OCc2ccc(C(=O)N/N=C3\CC4CC=CC34)cc2)c(Br)c1 (centres undefined)	-1%[10 µM]	-2%	-25%	1%	13%	2%	-18%
Nc1nc(-c2ccco2)nn1S(=O)(=O)c1ccc(Cl)cc1	12%[10 µM]	6%	21%[9.22 µM]	3%	4%	4%	8%
Clc1ccc(OCc2nn3c(-c4ccco4)nnc3s2)cc1	-13%	25%[38.3 µM]	?	-1%	78%[activator]	-3%	-8%
CCc1ccccc1NC(=O)CCC(=O)OCC(=O)c1ccc(-c2ccccc2)cc1	·	-21%	-3%	7%	4%	-1%	0%
CS(=O)(=O)c1ccc(C(=O)NC2CCCCC2)cc1	18%[10 µM]	·	-16%	-1%	·	3%	2%
O=c1[nH]cnc2scc(-c3ccc(F)cc3)c12	-13%[0.074 µM]	0%[38.3 µM]	-6%	-8%	5%	?	2%
COc1cc(/C=N/NC2=NC(C)(C)Cc3ccccc32)cc(OC)c1OC	-8%[10 µM]	14%	13%[9.22 µM]	-7%	8%	-3%	?
O=C(/C(=C/O)N=Nc1ccccc1)c1cccs1	12%[10 µM]	10%	-12%	-2%	3%	-12%	-9%
COc1ccc(NS(=O)(=O)c2cccc(NC(=O)c3ccccn3)c2)cc1	12%[10 µM]	·	-4%[9.22 µM]	1%	5%	?	-19%
CCOc1ccc(NC(=S)C(C#N)=C2N(C)c3ccccc3N2C)cc1	3%	-2%	18%	-1%	-1%	3%	-3%
Cc1nn(C)cc1CNC(=O)Nc1ccc(Cl)cc1	5%[10 µM]	2%	-1%	-7%	5%	4%	-4%
CCOC(=O)c1cc(-c2ccco2)nc2c1c(C)nn2CCC#N	9%[10 µM]	33%[activator][38.3 µM]	-9%	10%	1%	2%	-13%
O=C(CSCc1ccco1)c1cccs1	-28%	-1%[38.3 µM]	8%	8%	1%	-1%	4%
O=C(OCn1cncn1)c1ccc(Cl)cc1Cl	-17%	26%[38.3 µM]	-11%	0%	-15%	0%	11%
Cc1ccc2[nH]c3c(c2c1)CN(C(=O)CN1c2ccc(F)cc2CCC1C)CC3 (centres undefined)	-20%	-6%[38.3 µM]	-25%	-3%	-2%	7%	-27%
CC(C)(C)OC(=O)NCCCC(CCCNC(=O)OC(C)(C)C)C(=O)O	1%	27%[38.3 µM]	-2%	-10%	10%	?	5%
CCOC(=O)CSc1nnc(CNC(=O)c2ccc(S(=O)(=O)N(C)C)cc2)n1C	-11%	-1%	-9%	-1%	0%	2%	11%
CC(=O)c1c(COC(=O)c2ccccc2)nc2ccccc2[n+]1[O-]	-12%	6%[38.3 µM]	-8%	6%	-11%	-10%	-2%

2 records drawn at random from the list so far, as already listed:
SMILES	HTT cytoprotect	IMPase Li inh	HTT aggregate	GAA spleen mod	GoLoco inh red	GAA inh	GAA glycogen mod
O=C(CSCc1ccco1)c1cccs1	-28%	-1%[38.3 µM]	8%	8%	1%	-1%	4%
CCOC(=O)c1cc(-c2ccco2)nc2c1c(C)nn2CCC#N	9%[10 µM]	33%[activator][38.3 µM]	-9%	10%	1%	2%	-13%

Next part:
SMILES	HTT cytoprotect	IMPase Li inh	HTT aggregate	GAA spleen mod	GoLoco inh red	GAA inh	GAA glycogen mod
Cc1cc(S(=O)(=O)NCC(C)C)ccc1OCC(=O)NCc1ccco1	-29%	-1%	?	-7%	0%	2%	-8%
O=C(c1cc(-c2cccs2)on1)N1CCN(c2ccccc2)CC1	-29%	5%[38.3 µM]	7%	2%	3%	-7%	-8%
COc1cc(O)c2c(O)c3c(c4c2c1[C@@]1(C4)C(C)=CCCC1(C)C)[C@H](O)[C@@]1(O)CC(=O)C(C(N)=O)=C(O)[C@]1(O)C3=O	-6%[10 µM]	-3%	·	·	3%[14.2 µM]	·	·
O=C(Nc1ccc(N2CCN(C(=O)c3ccccc3)CC2)c(Cl)c1)c1cccnc1	-25%	39%[activator][38.3 µM]	22µM*	2%	7%	-8%	3%
COc1ccc2c(c1)c(=O)oc1cc3oc(C)c(C)c3cc12	-6%	35%[38.3 µM]	16%	-2%	-4%	7%	-12%
Cc1cccc(C)c1OCC(C)N (centres undefined)	-4%	9%&25%	8%	0%&-8%&1%&-7%	7%&1%&-7%	·	12%
COc1ccc(/C=C/c2nnc(NC(=O)COc3ccc(C)cc3)s2)cc1	-17%[1.9 µM]	-12%	-12%	0%	-1%	?	13%
COC(=O)C(C)NS(=O)(=O)c1ccc(NC(C)=O)cc1 (centres undefined)	-26%	-18%[38.3 µM]	-12%	1%	8%	-13%	0%
COc1ccc(CN(Cc2cccn2C)S(=O)(=O)c2ccccc2)cc1	-20%[10 µM]	·	-22%[9.22 µM]	10%	-3%	·	1%
CCc1ccc(NC(=O)Cn2nnc(C(=O)NCc3cccs3)c2N)cc1	-8%	-8%	?	-2%	19%	6%	-6%
CCOc1cccc(C2C(C(=O)c3ccc(C)o3)=C(O)C(=O)N2Cc2ccncc2)c1 (centres undefined)	-14%[10 µM]	10µM*	11%	-8%	1%	-19%	2%
COC(=O)Cc1ccc(NC(=S)NC(C)(C)C)cc1	0%	2%	11%	6%	-3%	4%	-14%
C=CCSc1nc2c(c(=O)[nH]c(=O)n2C)n1C/C=C(/C)Cl	-53%	-4%[38.3 µM]	-16%	3%	-2%	-8%	14%
Cc1ccn(CCSCC(=O)O)n1	21%	-4%[38.3 µM]	16%	-6%	-6%	0%	5%
Cc1ccc(C(=O)Nc2ccc(C(=O)N3CCCCC3)cc2)cc1	-30%	1%	3%	-12%	11%	15%	-13%
COC(=O)c1cc(OC)c(OC)cc1NC(=O)c1ccc(C)cc1	-26%	24%[38.3 µM]	-10%	-4%	3%	7%	4%
CN(CCc1ccc(Cl)c(Cl)c1)C[C@@H](O)COc1ccc(NS(C)(=O)=O)cc1	-40%[inhibitor][1.9 µM]	24%	·	1%	4%	·	·
COCCn1c(C(=O)N(C)C)cc2c1C[C@H]1CN(C(=O)c3ccccc3)[C@@](Cc3ccc(F)cc3)(C(=O)OC)[C@@H]21	10%	-2%	·	4%	-2%	·	·
Cc1ccc(CNC(=O)C(OC(=O)c2ccco2)C(C)C)cc1 (centres undefined)	-25%[10 µM]	20%[38.3 µM]	-12%	3%	2%	-7%	-20%
CCCCC(=O)Nc1cccc(NC(=O)c2ccc(Br)cc2)c1	-21%	-10%[38.3 µM]	-4%	-4%	4%	5%	15%
C#CC[N+]1(CC#Cc2ccccc2)CCCC1	9%	18%[38.3 µM]	-13%	-3%	9%	4%	8%
CN(C)c1ccc(C2N([C@H](C#N)c3ccc(N(C)C)cc3)CCCN2[C@@H](C#N)c2ccc(N(C)C)cc2)cc1 (some centres undefined)	-7%[10 µM]	-17%	·	·	3%[14.2 µM]	·	·
COc1cc(C2C(C(=O)c3ccc(C)o3)=C(O)C(=O)N2Cc2cccnc2)ccc1O (centres undefined)	-11%	5%[38.3 µM]	-2%	-9%&-4%	-3%&8%	-2%	?
CC1=NN(c2nc(-c3ccccc3)cs2)C(=O)C1	5%	-7%[38.3 µM]	15%	-5%	29%	2%	?
Cc1ccc(NC(=O)COC(=O)CSC(=S)N2CCOCC2)cc1	-9%	4%	-25%	3%	9%	-10%	-6%
COc1ccccc1C(=O)Nc1cccc(SC)c1	6%[1.9 µM]	3%	17%	-1%	4%	-5%	5%
CN(C)CCCNc1ncnc2scc(-c3ccccc3)c12	-40%[inhibitor]	13%	-14%	-16%	-13%	1%	6%
Cc1cc(C)c2c(n1)sc1c(N3CCN(C)CC3)ncnc12	-2%[10 µM]	·	-6%[9.22 µM]	-16%	3%	·	4%
Cc1cccc(C(=O)N/N=C/C(C)Cc2ccc3c(c2)OCO3)c1 (centres undefined)	?	4%	-4%	-17%	-6%	-2%	-12%
C=CCC(O)c1c(-c2ccccc2)nn(C)c1Cl (centres undefined)	-21%	7%	12%	4%	1%	-7%	1%
Cc1c(N2C(=O)CSC2c2ccco2)c(=O)n(-c2ccccc2)n1C (centres undefined)	8%[10 µM]	·	-10%[9.22 µM]	2%	2%	·	8%
CCOc1ccccc1NC(=O)Nc1ccc(Cl)cc1	·	23%	-7%	11%	33%[activator]	-5%	0%
O=C(O)CCn1c(CO)nc2ccccc21	·	3%	·	-4%	15%	?	-11%
CCOC(=O)C1CCN(c2c(NCCC(C)C)c(=O)c2=O)CC1	1%[10 µM]	·	-13%[9.22 µM]	1%	-4%	·	8%
O=C(c1ccco1)N1CCN(CC(=O)N(C2CCCCC2)C2CCS(=O)(=O)C2)CC1 (centres undefined)	-1%[10 µM]	9%[38.3 µM]	-4%	7%	7%	-8%	3%
CCCc1nc(NC2CCCCC2)c(C#N)c2c1COC(C)(C)C2	-16%	11%[38.3 µM]	-20%	-1%	-4%	?	4%
Cc1cccc(C)c1NC(=O)C1=C(O)c2ccccc2N(C)S1(=O)=O	4%[10 µM]	-3%	-15%	3%	4%	-3%	4%
CCn1c2ccccc2c2cc(CN3CCN(S(=O)(=O)CC)CC3)ccc21	-8%[1.9 µM]	0%	24%	0%	-10%	-5%	-1%
Cc1cc(O)cc(O)c1C(=O)OC1(C)C(=O)C=C2C=C(/C=C/C(=O)O)OC=C2C1=O (centres undefined)	?	5%	·	-8%	-12%	·	·
CCN(Cc1ccccc1)C(=O)COC(=O)c1cc(Cl)nc(Cl)c1	14%	1%	14%	3%	2%	0%	-4%
O=[N+]([O-])C(=C1Nc2ccccc2N1)C(Cl)=C(Cl)Cl	-1%[10 µM]	3%	2%[9.22 µM]	2%	56%[activator]	8%	-14%
